Source: PubChem (several laboratories)
MrgX1 antag: blocks BAM8-22 activation of human MrgX1 receptor; Q96LB2; MRGX1-HEK293 calcium flux, Fluo-4, BAM8-22 antagonism; active compounds read low; B-score at 10 µM; actives 1.3% (n = 310,000); AID 588676;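 active = calcium-response B-score plate-corrected more than 3 library SD below zero, starting fluorescence within 5 deviations, no agonist response on first addition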;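 note: peak minus trough fluorescence over baseline after final BAM8-22 challenge near maximal dose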
SKKanGAS inh: inhibitors of SKKanGAS S. pyogenes growth in kanamycin (SK-promoter or general growth effect) | inhibition, % at 7.5 µM | BacTiter-Glo, 6 h | AID 1662 | actives 1.3% (n = 300,000);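 active = mean replicate score, as percent of positive control median, at least 50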;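 note: strain carries kanamycin resistance gene driven by streptokinase promoter and grows in 40 µg/ml kanamycin; loss of luminescence reflects streptokinase promoter inhibition or plain growth inhibition; 0% = median of DMSO wells and 100% = positive control at its reference dose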
TRPC4 act: activators of mouse TRPC4 channel | HEK293 TRPC4beta/mu-opioid, Fluo4 calcium fluorescence; active compounds read high | actives 0.49% (n = 310,000) | AID 2237 | B-score at 10 µM;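 active = B-score above 5 SD of library B-scores, and initial fluorescence ratio not above library mean plus 5 SD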;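 note: positive B-score marks a calcium rise read as TRPC4 activation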
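Technique: kinetic Fluo4 calcium fluorescence; Test system: TRPC4beta and mu-opioid receptor HEK293 stable cells; Measure: B-scored integrated calcium fluorescence ratio; Benchmarks: low control buffer alone, high control maximal DAMGO; Schedule: 45 min room-temperature Fluo4 loading, 110 s read.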
MrgX1 ag: activates human MrgX1 receptor signaling | Q96LB2 | MrgX1-HEK293 cells, Fluo-4 calcium fluorescence, agonist mode; active compounds read high | B-score at 10 µM | actives 0.44% (n = 310,000) | AID 588627;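 active = calcium response B-score plate-corrected fluorescence ratio at least 3 library SD, with starting fluorescence B-score inside 5 SD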
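Test system: HEK293 cells stably expressing human MrgX1 receptor; amount: 15,000 cells per well; doses: compound delivered in addition one of three; times: overnight plating before 1 h dye loading; detection: Fluo-4 NW calcium-flux fluorescence, kinetic read; read-out basis: B-scored fluorescence response ratio; controls: positive and negative controls per plate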
TMEM16A inh: inhibitors of mouse TMEM16A calcium-activated chloride channel; Q8BHY3; HEK293 TMEM16A/YFP iodide influx fluorescence, ionomycin; normalized B-score (activity score, 25-100; higher = stronger inhibition) at 10 µM; actives 1.2% (n = 310,000); AID 588511;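 active = ratio plate-corrected score three or more library SD toward inhibition, starting fluorescence score within five deviations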;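 note: score derived from kinetic fluorescence span divided by baseline fluorescence per well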
MrgX1 PAM: allosterically activates human MrgX1 receptor signaling; Q96LB2; MrgX1-HEK293, Fluo-4 calcium flux, FDSS; active compounds read high; B-score at 10 µM; actives 0.63% (n = 310,000);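 active = plate-corrected calcium response at least 3 library SD above typical, normal starting fluorescence, not activating the receptor alone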;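 note: compound read alongside a low EC10 to EC30 dose of BAM8-22 agonist; peak minus trough fluorescence over baseline measured at the second addition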
TRPC6 inh: blocks the mouse TRPC6 cation channel. HEK293-TRPC6, membrane potential dye, ACh-evoked depolarization; active compounds read low. actives 1.1% (n = 310,000). B-score at 10 µM. Q61143. AID 2553;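 active = B-score under library mean minus 3 SD, initial fluorescence not abnormally high, positive integrated signal ratio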;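 note: B-score derived from integrated fluorescence ratio over the kinetic read; more negative B-score means stronger inhibition of depolarization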
Target sequence (Q61143 whole entry, looked up): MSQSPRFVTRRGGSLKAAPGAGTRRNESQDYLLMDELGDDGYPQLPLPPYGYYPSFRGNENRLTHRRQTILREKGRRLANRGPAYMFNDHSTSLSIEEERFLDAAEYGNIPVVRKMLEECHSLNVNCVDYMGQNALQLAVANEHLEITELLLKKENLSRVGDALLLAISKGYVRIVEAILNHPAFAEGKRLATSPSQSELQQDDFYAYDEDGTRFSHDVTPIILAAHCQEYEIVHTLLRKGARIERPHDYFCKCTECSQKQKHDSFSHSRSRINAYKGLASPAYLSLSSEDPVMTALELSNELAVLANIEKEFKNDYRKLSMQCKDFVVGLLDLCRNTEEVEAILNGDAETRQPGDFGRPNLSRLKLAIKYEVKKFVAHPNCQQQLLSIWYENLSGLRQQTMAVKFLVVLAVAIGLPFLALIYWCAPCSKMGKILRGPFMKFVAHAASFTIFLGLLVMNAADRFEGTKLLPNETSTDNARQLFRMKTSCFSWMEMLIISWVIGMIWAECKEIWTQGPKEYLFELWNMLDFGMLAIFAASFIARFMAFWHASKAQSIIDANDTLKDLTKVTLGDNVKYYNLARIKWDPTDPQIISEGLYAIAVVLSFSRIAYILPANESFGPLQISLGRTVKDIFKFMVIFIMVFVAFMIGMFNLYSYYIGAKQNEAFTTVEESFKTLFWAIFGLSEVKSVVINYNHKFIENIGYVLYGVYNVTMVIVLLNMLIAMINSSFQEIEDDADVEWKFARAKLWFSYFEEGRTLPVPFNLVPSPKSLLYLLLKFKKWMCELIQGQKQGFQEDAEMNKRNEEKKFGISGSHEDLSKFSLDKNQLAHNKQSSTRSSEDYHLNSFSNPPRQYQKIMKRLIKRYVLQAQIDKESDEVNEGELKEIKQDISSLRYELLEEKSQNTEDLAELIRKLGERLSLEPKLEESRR
TRPC4 potent: TRPC4 (mouse) allosteric potentiation; HEK293 TRPC4beta/mu-opioid, DAMGO EC20, Fluo-4 Ca2+ flux; active compounds read high; B-score at 10 µM; actives 0.42% (n = 310,000);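 active = B-score of calcium response area above 5 SD of library B-scores, with initial fluorescence ratio within 5 SD of library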;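 note: B-score of integrated fluorescence ratio over time as area under calcium response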
TRPC6 activator: activates the mouse TRPC6 cation channel. Q61143. HEK293-TRPC6 membrane potential dye fluorescence; active compounds read high. B-score at 10 µM. actives 0.13% (n = 310,000);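 active = B-score of the integrated fluorescence ratio above library mean plus 3 SD, and starting fluorescence ratio within library mean plus 5 SD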;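 note: higher score means more depolarization so channel activation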
TMEM16A act: activators or potentiators of mouse TMEM16A chloride channel; AID 623877; Q8BHY3; actives 0.3% (n = 340,000); HEK293 TMEM16A/YFP-H148Q/I152L, iodide quench fluorescence; active compounds read low; B-score at 10 µM;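 active = fluorescence-ratio B-score plate-corrected deviation score at least 3 library SD below zero, with starting fluorescence score within 5 deviations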;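 note: channel opened by trigger with iodide after compound preincubation; score built on the fluorescence ratio of max minus min over baseline; more negative score means more quench and so TMEM16A activation or potentiation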
TRPC4 inh: blocks the mouse TRPC4 cation channel | AID 2247 | Q9QUQ5 | actives 0.39% (n = 300,000) | HEK293 TRPC4beta/mu-opioid, DAMGO-evoked Fluo4 calcium flux; active compounds read low | B-score at 10 µM;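 active = B-score over 3 SD under the library average, no early fluorescence shift, positive overall ratio signal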
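test system = HEK293 cells with stable TRPC4beta plus mu-opioid receptor expression | detection = Fluo4 Ca2+ flux fluorescence | read-out = integrated fluorescence ratio relative to baseline, converted to per-well B score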
Active calls of the source: *; i = inactive; nt = not tested or not shown.

SMILES | MrgX1 antag | SKKanGAS inh | TRPC4 act | MrgX1 ag | TMEM16A inh | MrgX1 PAM | TRPC6 inh | TRPC4 potent | TRPC6 activator | TMEM16A act | TRPC4 inh
Fc1ccc(-c2nc3c(-c4ccc(Cl)cc4)cnn3cc2CCN2CCOCC2)cc1 | i | -3 | i | i | i | i | i | i | i | i | i
CCCCN(C)CCNC(=O)c1ccc2c(c1)NC(=O)C(N1CCCCC1)S2 (configuration not stated) | i | -1 | i | i | i | i | i | i | i | i | nt
CCOc1ccc(NC(=O)CSc2nnc(Cn3cnc([N+](=O)[O-])n3)n2C)cc1 | i | 0 | i | i | i | i | i | i | i | i | i
O=C(NCCN1CCOCC1)c1cccc(S(=O)(=O)NCc2ccccc2)c1 | i | -16 | i | i | i | i | i | i | i | i | i
COc1ccc(-c2ccc(SCC(=O)NC3CCCCC3)nn2)cc1 | i | 1 | i | i | i | i | i | i | i | i | i
O=C(O)CCCCC1CCSS1 (configuration not stated) | i | -4 | i | i | i | i | i | i | i | i | i
Fc1ccc(C(c2nnnn2Cc2ccccc2)N2CCSCC2)cc1 (configuration not stated) | i | 13 | i | i | i | i | i | i | i | i | i
S=C1NCCOCCOCCOCCN1 | i | 3 | i | i | i | i | i | i | i | i | i
CCOC(=O)C1=C(C)N(C)C(=O)NC1c1c(C)nn(-c2ccc(C)cc2)c1Cl (configuration not stated) | i | 5 | i | i | i | i | i | i | i | i | i
Cc1ccccc1NC(=O)CN(C)S(=O)(=O)c1ccc2c(c1)n(C)c(=O)c(=O)n2C | i | -10 | i | i | i | i | i | i | i | i | i
CCc1cc(=O)oc2cc(OC(C)=O)cc(OC(C)=O)c12 | -8.3* | -17 | i | i | i | i | i | i | i | i | i
NC(=O)C1CCN(CC(=O)Nc2cccc(C(=O)Nc3cccc(C(F)(F)F)c3)c2)CC1 | -7* | -3 | i | i | i | i | i | i | i | i | i
C/C(=N/NS(=O)(=O)c1ccccc1)c1ccc(NC(=O)C(F)(F)F)cc1 | i | 2 | i | i | i | i | i | i | i | i | i
Cc1ccc(-c2noc(CCC(=O)NCCN3CCc4ccccc4C3)n2)cc1 | i | nt | i | i | i | i | i | i | i | i | i
Cc1ccc(C)c(OCC(=O)Nc2ccc(N3CCOCC3)cc2)c1 | i | 6 | i | i | i | i | i | i | i | i | i
N#Cc1c(Nc2ccccc2)s[nH]c1=O | i | -10 | i | i | i | i | i | i | i | i | i
COc1ccc(/C=N\NC(=O)COc2ccccc2)c(C(=O)O)c1OC | i | -13 | i | i | i | i | i | i | i | i | i
Cc1ccc(NC(=O)CN2C(=O)S/C(=C\c3cc(Cl)c(OCC(=O)O)c(Cl)c3)C2=O)cc1 | i | 12 | i | i | i | i | i | i | i | i | i
O=C(N/N=C/c1ccc([N+](=O)[O-])o1)c1ccc(NS(=O)(=O)c2cccs2)cc1 | i | 72* | i | i | i | i | i | i | i | i | i
CCCCNC(=O)CSc1nc2cc3c(cc2c(=O)n1CCCN(CC)CC)OCO3 | i | 15 | i | i | i | i | i | i | i | i | i
COc1ccc(C(CNC(=O)c2ccc(NS(=O)(=O)c3ccc4c(c3)OCCO4)cc2)N(C)C)cc1 (configuration not stated) | i | -11 | i | i | i | i | i | i | i | i | i
O=C(O)CN1C(=O)/C(=C\c2cc(Br)ccc2OCc2ccc(Cl)cc2Cl)SC1=S | i | 105* | i | i | i | i | i | i | i | i | i
Cc1ccc(-c2nnc3n2N=C(c2ccccc2)CS3)cc1 | i | -10 | i | i | i | i | i | i | i | i | i
CC1=NN(Cc2ccccc2)C(=O)/C1=C\c1ccc(N(C)C)cc1 | i | -3 | i | i | i | i | i | i | i | i | i
CC(C)NS(=O)(=O)c1cc(F)ccc1CN1C(=O)c2cccnc2C1=O | i | -2 | i | i | i | i | i | i | i | i | i
COc1ccccc1/C=N/NC(=O)C1=NNC(c2ccccc2)(c2ccccc2)C1 | i | 12 | i | i | i | i | i | i | i | nt | i
COc1ccc2nc(C)cc(SCC(=O)N3CCCCC3)c2c1 | i | 17 | i | i | i | i | i | i | i | i | i
CCOC(=O)Nc1nn(-c2ccc(C)cc2)c(=O)c(C#N)c1C | i | -5 | i | i | i | i | i | i | i | i | i
O=C(COC(=O)c1cnccn1)c1cccc([N+](=O)[O-])c1 | i | 13 | i | i | i | i | i | i | i | i | i
O=C(c1ccc2c(c1)OCO2)N1CCNc2ccccc2C1 | i | 4 | i | i | i | i | i | i | i | i | i
O=C(c1cccnc1)N(Cc1ccccc1)C1(C(=O)Nc2ccccc2)CCCCC1 | i | 9 | i | i | i | i | i | i | i | i | i
Cc1ccc(C=C2C(Cl)=C(Cl)C(Cl)=C2Cl)cc1 | i | 78* | i | i | i | i | i | i | i | nt | i
CCCOc1ccc(N2C(=O)CC(N3CCN(C(=O)c4ccco4)CC3)C2=O)cc1 (configuration not stated) | i | 4 | i | i | i | i | i | i | i | i | i
CCOc1ccccc1C1NC(=O)NC(C)=C1C(=O)OCc1ccccc1 (configuration not stated) | i | 6 | i | i | i | i | i | i | i | i | i
CCOC(=O)C(=O)Nc1nnc(C2CCCCC2)s1 | i | 4 | i | i | i | i | i | i | i | i | i
Cc1ccc(CC(=O)NC2CCN(Cc3ccccc3)CC2)cc1 | i | -4 | i | i | i | i | i | i | i | i | i
Cc1ccc(NC(=O)c2ccc3c(=O)n4c(nc3c2)CCCCC4)nc1 | i | -6 | i | i | i | i | i | i | i | i | i
O=C(Cn1[nH]c(=O)c2ccccc2c1=O)NC1CCCCCC1 | i | -5 | i | i | i | i | i | i | i | i | i
CCOC(=O)c1c(N)nn(C(=O)C(C)C)c1-c1ccc(OC)cc1 | i | 6 | i | i | i | i | i | i | i | i | i
CCOC(=O)C1(Cc2ccccc2C)CCCN(C(=O)COC)C1 (configuration not stated) | i | -1 | i | i | i | i | i | i | i | i | i
Nc1c(C(=O)NCCc2ccccc2)nnn1Cc1ccc(Br)cc1F | i | -6 | i | i | i | i | i | i | i | i | i
CC(C)c1nc(CNC(=O)C2CCC(=O)N(Cc3ccc(Cl)cc3)C2)no1 (configuration not stated) | i | 1 | i | i | i | i | i | i | i | i | i
COc1ccccc1OCCNC(=O)C(CCSC)NS(=O)(=O)c1ccccc1F (configuration not stated) | i | -11 | i | i | i | i | i | i | i | i | i
Cc1onc(-c2c(F)cccc2Cl)c1C(=O)NC1=NCCS1 | i | -7 | i | i | i | i | i | i | i | i | i
O=C(CN(C1CCCCC1)S(=O)(=O)c1ccc(Br)cc1)NCc1ccncc1 | i | 24 | i | i | i | i | i | i | i | i | i
Cc1ccc(S(=O)(=O)N(C)C)cc1NC(=O)C(C)Sc1ccccc1 (configuration not stated) | i | -7 | i | i | i | i | i | i | i | i | i
NS(=O)(=O)c1ccc(NC(=O)COC(=O)c2cc(Cl)ccc2[N+](=O)[O-])cc1 | i | -13 | i | i | i | i | i | i | i | i | i
Cc1ccc(Nc2nc(N)nc(CN3CCN(Cc4ccc5c(c4)OCO5)CC3)n2)cc1Cl | i | 11 | i | i | i | i | i | i | i | i | i
Nc1c(C(=O)Nc2ccccc2Cl)nnn1-c1ccc2c(c1)OCCO2 | i | 1 | i | i | i | i | i | i | i | i | i
COc1ccc(C(=O)c2cn[nH]c2-c2cc(Cl)ccc2O)cc1 | i | -16 | i | i | i | i | i | i | i | i | i
Cc1ccc2nc3c(cc2c1)c(C)nn3-c1ccccc1 | i | 26 | i | i | i | i | i | i | i | i | i
COc1ccc(NS(=O)(=O)c2ccc(NC(=O)c3ccc(Br)cc3)cc2)nn1 | i | 15 | i | i | i | i | i | i | i | i | i
N/C(=N\OC(=O)c1ccccc1[N+](=O)[O-])c1cccnc1 | i | -17 | i | i | i | i | i | i | i | i | i
COc1ccc(CCNC(=O)CSc2nc(=O)[nH]c3c2CCC3)cc1OC | i | -3 | i | i | i | i | i | i | i | i | i
CCCNC(=O)c1ccc(C2SCC(=O)N2Cc2ccccc2)cc1 (configuration not stated) | i | 0 | i | i | i | i | i | i | i | i | i
O=C(CCCOc1ccc(Cl)cc1Cl)N/N=C/c1ccccc1 | i | 27 | i | i | i | i | i | i | i | i | i
COc1ccccc1C1CC(c2ccccc2)=NN1C(=S)Nc1ccccc1 (configuration not stated) | i | 6 | i | i | i | i | i | i | i | i | i
Cc1cc(-c2c(C)[nH]n(-c3ccc(Cl)cc3)c2=O)n(-c2ccc(Cl)cc2)n1 | i | 101* | i | i | i | i | i | i | i | i | i
CCc1ccccc1NC(=O)c1ccc(Cn2cc([N+](=O)[O-])cn2)cc1 | i | -2 | i | i | i | i | i | i | i | i | i
COc1c(Cl)cc(Cl)cc1/C=C/C(=O)c1ccc(NC(=O)c2cccs2)cc1 | i | 26 | i | i | i | i | i | i | i | i | i

(continued)
SMILES | MrgX1 antag | SKKanGAS inh | TRPC4 act | MrgX1 ag | TMEM16A inh | MrgX1 PAM | TRPC6 inh | TRPC4 potent | TRPC6 activator | TMEM16A act | TRPC4 inh
CC(C)CNC(=S)N1CCN(C(c2ccccc2)c2ccccc2)CC1 | i | -4 | i | i | i | i | i | i | i | i | i
N#CCC(=O)Nc1cc(C(F)(F)F)ccc1N1CCOCC1 | i | 6 | i | i | i | i | i | i | i | i | i
O=C(CN1CCOCC1)Nc1ccc(OCc2ccccc2)cc1 | i | 0 | i | i | i | i | i | i | i | i | i
CCN(C(=O)c1cc2c(=O)n3ccccc3nc2s1)C1CCCCC1 | i | -2 | i | i | i | i | i | i | i | i | i
Cc1c(N2C(=O)C(=O)/C(=C(/O)c3ccccc3)C2c2ccc(F)cc2)c(=O)n(-c2ccccc2)n1C (configuration not stated) | i | 1 | i | i | i | i | i | i | i | i | i
COC(=O)C1=C(C)NC(=O)/C1=C\c1cc(C)n(-c2ccccc2C)c1C | i | 28 | i | i | i | i | i | i | i | i | i
COC(=O)c1cc(S(=O)(=O)Nc2c(C)cccc2C)cn1C | i | -1 | i | i | i | i | i | i | i | i | i
